# SUMO Mot1 rescue: blocks SUMOylation pathway, rescuing yeast Mot1-301 growth; S. cerevisiae Mot1-301 growth rescue, ATP luminescence, 38.5C; percent above DMSO median, 100 means doubled; growth rescue, % at 18.8 µM; 320,000 compounds, 1% hits;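 active = every valid replicate shows activation above 250% relative to neutral control wells; inactive = the rest, any valid replicate at or below 250%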;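 note: OY570 slx delta 5 strain wells were the positive control but not used for scaling; some compounds called inactive have numbers as strong as hits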
# OPRM1-OPRD1 inv: mu-delta opioid heterodimer inverse agonism; P35372+P41143; cell-based MOR-DOR heterodimer luminescence; inhibition, % at 9.3 µM; 340,000 compounds, 0.21% hits; in the data active = inhibition above about 22%, passing the limit was not always enough;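 note: 0% = cells with DMSO and 100% = wells without cells with DMSO; values of inactives mirror those of a sister screen read the other way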
# Target sequence (P35372 whole entry, looked up): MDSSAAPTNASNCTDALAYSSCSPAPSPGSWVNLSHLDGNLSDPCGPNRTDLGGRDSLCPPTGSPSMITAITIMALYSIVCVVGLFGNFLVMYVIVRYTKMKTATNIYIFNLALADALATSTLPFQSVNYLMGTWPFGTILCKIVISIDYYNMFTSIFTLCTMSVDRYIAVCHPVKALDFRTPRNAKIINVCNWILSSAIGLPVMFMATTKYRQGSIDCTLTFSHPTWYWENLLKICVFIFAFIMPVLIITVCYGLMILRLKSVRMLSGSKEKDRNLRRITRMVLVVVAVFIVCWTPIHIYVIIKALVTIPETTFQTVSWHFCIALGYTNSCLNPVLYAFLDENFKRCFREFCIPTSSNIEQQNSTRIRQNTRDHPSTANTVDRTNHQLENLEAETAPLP
# Target sequence (P41143 whole entry, looked up): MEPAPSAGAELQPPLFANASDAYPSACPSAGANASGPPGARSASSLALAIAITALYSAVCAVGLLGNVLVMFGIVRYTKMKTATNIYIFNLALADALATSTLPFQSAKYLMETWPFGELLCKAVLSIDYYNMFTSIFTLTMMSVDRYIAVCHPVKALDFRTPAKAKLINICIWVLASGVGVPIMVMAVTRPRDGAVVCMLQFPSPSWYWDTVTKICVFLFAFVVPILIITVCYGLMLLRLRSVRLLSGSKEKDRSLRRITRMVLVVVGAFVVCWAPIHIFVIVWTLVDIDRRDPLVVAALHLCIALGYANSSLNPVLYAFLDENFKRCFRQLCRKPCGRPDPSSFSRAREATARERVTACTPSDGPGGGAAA
# PfHsp90 yeast 2: inhibits growth of yeast expressing Plasmodium falciparum Hsp90 | S. cerevisiae expressing PfHsp90, BacTiter-Glo ATP, 48 h; yeast lacking PDR1 and PDR3 efflux regulators | inhibition, % at 9.4 µM | 310,000 compounds, 0.32% hits;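 active = every replicate shows inhibition above about 80%, whatever the replicate mean, limit read from the data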;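 note: 0% = DMSO neutral controls and 100% = 20 µM radicicol positive controls; yeast relying on Plasmodium falciparum Hsp90 in place of its own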
# PKA-R1A activ: PKA-R1A complex activation; 340,000 compounds, 0.083% hits; activation, % at 11.4 µM; PKA-R1A dissociation, Cy5-IP20 fluorescence polarization; scaled: DMSO 0%, 113 µM cGMP 100%;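 active = percent activation above the mean of all tested compounds plus 3 SD, cut at about 19% in these data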;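 note: higher means more PKAc released from R1A so a rise in polarization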
# OPRM1-OPRD1 ag: OPRM1-OPRD1 heterodimerization agonism. cells, luminescence. activation, % at 9.3 µM. 340,000 compounds, 0.3% hits. AID 504326; in the data active = activation above about 18%;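 note: 0% = vehicle-treated cells and 100% = reference agonist; values of inactives mirror those of a sister screen read the other way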
# Tat transport: E. coli Tat transport inhibition. E. coli MC4100 TorA-mCherry Tat export, fluorescence. inhibition, % at 10 µM. 340,000 compounds, 0.036% hits. AID 488895;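 active = mean replicate inhibition at least 50% and at least half of replicates individually reaching 50%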;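 note: exported cargo escapes ClpAP degradation while cytoplasmic cargo is degraded and loses fluorescence; 0% = median of neutral control wells and 100% = median of NaSCN control wells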
# phage Ecoli inh: E. coli growth loss with phage present. inhibition, % at 11.9 µM. growth absorbance. 360,000 compounds, 0.26% hits; in the data active = inhibition above about 11%
# AddAB inh: less growth of phage-infected E. coli with AddAB | E. coli expressing H. pylori AddAB, absorbance growth | inhibition, % at 11.9 µM | 330,000 compounds, 0.29% hits | AID 435030; in the data active = inhibition above about 12%;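 note: 0% = vehicle wells of infected cells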
# Ecoli viability: bacterial growth inhibition, counter-screen for AddAB inhibitors | E. coli V3065 growth, OD600 absorbance, 18 h | inhibition, % at 11.9 µM | 330,000 compounds, 0.27% hits;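 active = inhibition above the campaign's mean inhibition across all tested compounds plus 3 SD, cut at about 9.9% in these data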;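 note: uninfected addAB+ strain grown without phage in ampicillin broth; 0% = DMSO wells and 100% = ciprofloxacin 0.95 µg/ml wells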
# PKA-R2B act: activators of human PKA-R2B complex; P22694+P31323; PKA-R2B holoenzyme dissociation, Cy5-IP20 fluorescence polarization; R2B truncated from residue 108, S112A mutant; 0% DMSO only, 100% 113 µM cGMP; activation, % at 11.4 µM; 340,000 compounds, 0.079% hits;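 active = activation above a cutoff set at the mean over all compounds plus 3 SD, cut at about 18% in these data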;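 note: higher means more holoenzyme dissociation and a rise in polarization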
# HTR5A inv ag: counter-screen for OPRM1-OPRD1 inverse agonists: human HTR5A inverse agonism; inhibition, % at 9.3 µM; 340,000 compounds, 0.083% hits; P47898; HTR5A cell line, luminescence; in the data active = inhibition mostly above about 23%, no sharp cut-off; inactive = mostly below about 18%;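 note: 0% = cells with DMSO and 100% = no-cell wells with DMSO; some compounds called inactive have numbers as strong as hits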
# The depositor's hits bear a star; . = no result given.
item	SMILES	SUMO Mot1 rescue	OPRM1-OPRD1 inv	PfHsp90 yeast 2	PKA-R1A activ	OPRM1-OPRD1 ag	Tat transport	phage Ecoli inh	AddAB inh	Ecoli viability	PKA-R2B act	HTR5A inv ag
1	Cc1cc(C(C)(C)C)nc2[nH]n(-c3ccccc3)c(=O)c12	-11	22	12	5	-4.8	10	3.5	5.4	1.8	-3	-14
2	Cc1cc(-c2nnc(CCC(=O)NC(C)c3cccc4ccccc34)o2)no1 (stereo not drawn)	227	17	-2	-2	-3.2	-4	-1.0	2.0	-0.5	-6	0
3	COc1ccc(CCC(=O)OCc2csc(CC(=O)Nc3ccc(C)cc3)n2)cc1OC	-10	13	-1	-4	-3.4	7	2.3	-0.8	-0.7	-4	10
4	Cc1ccc(CNC(=O)CSc2nnc(CNC(=O)c3ccccc3)o2)cc1	16	4	-5	-5	-0.8	-7	-0.2	-0.2	-2.2	0	-21
5	Cn1c(CC(=O)NNC(=O)c2ccccc2[N+](=O)[O-])nc2ccccc21	.	18	12	1	-4.8	-8	-1.0	1.2	-1.1	-3	-1
6	O=C(CSc1nc2nc(-c3cccs3)cc(C(F)(F)F)c2c(=O)[nH]1)NCc1ccco1	-24	19	-10	4	-3.4	6	4.6	1.7	1.0	-5	-16
7	CCc1ccc(OCC(=O)NC2CCCCC2)c(Br)c1	-2	-15	17	-17	2.9	13	0.6	1.6	1.8	-15	-4
8	Cc1ccc(NC(=O)/C=C/c2ccco2)nc1	41	10	-15	-4	-1.9	2	3.3	4.7	0.0	12	-6
9	O=C(/C=C/c1ccco1)OCC(=O)c1ccc(OC(F)F)cc1	11	-14	13	-7	3.3	0	0.6	1.8	-0.2	5	14
10	C=CCNc1nc(C(=O)OCC(=O)NCc2ccccc2OC)cs1	4	18	-2	-5	-3.6	-3	3.3	0.5	3.2	-13	1
11	COc1ccc(S(=O)(=O)N2CCOCC2)cc1NC(=O)CSc1nnc(N)s1	-6	10	.	-11	-1.5	-8	4.3	1.5	2.0	-4	-7
12	COCCCNC(=O)/C(C#N)=C/c1c(N2CCN(c3ccccc3)CC2)nc2ccccn2c1=O	-1	12	-6	12	-2.6	5	1.2	-2.1	0.2	0	9
13	COc1ccc(CCC(=O)O)cc1OC	-3	7	15	5	-1.2	-4	1.4	-1.6	0.3	-4	6
14	CC(C)Cn1c(SCc2nnc(-c3cccs3)o2)nc(O)cc1=O	25	7	-21	0	-1.3	-1	1.9	-2.9	-3.3	-13	-43
15	Cc1cccc(C)c1NC(=O)CN1CCN(C(=O)CNC(=O)c2ccc(N3CCCC3=O)cc2)CC1	-3	8	8	-8	-1.8	1	2.3	2.4	-3.7	0	10
16	CC(C)C[C@H](NC(=O)OC(C)(C)C)C(=O)N/N=C/c1ccc2nccnc2c1	34	2	22	-4	-0.5	-1	2.2	0.8	-1.3	-3	-35
17	CC(=O)Nc1ccc(N(C(=O)CNC(=O)c2cccs2)C(C(=O)NCC2CCCO2)c2ccccc2)cc1 (stereo not drawn)	-34	-9	2	-10	1.2	-13	0.9	2.1	-2.8	1	-9
18	CCOC(=O)C1=C2N(C)c3ccccc3N2CCC1=O	-3	-1	33	-1	0.3	-2	2.9	2.2	-0.5	-5	17
19	CN1CCN(C(=O)N(c2ccccc2)c2ccccc2)CC1	-14	8	-19	3	-1.6	7	98*	0.9	0.4	0	2
20	O=C(CN1C(=O)C2(OCCO2)c2cc(Br)ccc21)NO	2	9	-3	-2	-1.7	3	2.5	2.8	5.6	-2	18

item	SMILES	SUMO Mot1 rescue	OPRM1-OPRD1 inv	PfHsp90 yeast 2	PKA-R1A activ	OPRM1-OPRD1 ag	Tat transport	phage Ecoli inh	AddAB inh	Ecoli viability	PKA-R2B act	HTR5A inv ag
21	NS(=O)(=O)c1ccc(CNC(=O)COc2ccc3c4c(c(=O)oc3c2)CCCC4)cc1	-4	11	1	-2	-2.0	-16	0.4	3.4	1.3	-4	-18
22	Cc1[nH]c2ccc3ccccc3c2c(=O)c1C/C=C/Cl	1	-9	-5	-1	1.7	6	1.8	1.2	1.3	-8	-3
23	N#Cc1ccc(-c2ccc(C3Nc4ccccc4C(=O)N3O)o2)cc1 (stereo not drawn)	76	-10	9	14	1.8	-7	7.6	8.3	5.9	-3	-7
24	CCCC(c1nnnn1C1CCCCC1)N1CCN(C(=O)c2ccco2)CC1 (stereo not drawn)	-2	-14	2	-5	1.7	-2	1.2	1.5	1.9	2	-10
25	CCOc1ccc(/C=C/C(=O)N(C)CC(=O)Nc2cccc(F)c2)cc1OCC	5	9	5	-2	-1.6	-6	-4.3	-0.2	1.1	-14	17
26	CCCn1c(SC(C(=O)Nc2cc(C)ccc2OC)c2ccccc2)nc2ccccc2c1=O (stereo not drawn)	6	-4	0	-2	0.8	5	0.8	3.7	-3.0	3	-10
27	Cc1cccc[n+]1CC(=O)Nc1ccccc1	-20	6	-3	11	-1.2	2	1.9	5.2	4.8	-9	-15
28	COc1ccccc1S(=O)(=O)NCc1ccc(C(=O)N(C)Cc2ccc(F)cc2)cc1	160	-9	-3	9	2.2	6	3.0	0.2	-2.0	-1	-41
29	Cc1cc(C(=O)CN2C(=O)NC3(CCCc4ccccc43)C2=O)c(C)n1C (stereo not drawn)	-10	11	-11	-10	-2.0	14	1.4	-0.3	1.7	2	34
30	Fc1cccc(Cc2noc(CN3CCSCC3)n2)c1	14	2	-2	-8	-0.3	-1	1.4	-2.8	0.8	8	6
31	COc1ccc(S(=O)(=O)N(n2c(C)nnc2-n2nc(C)cc2C)S(=O)(=O)c2ccc(OC)cc2)cc1	-15	4	2	2	-0.7	0	.	0.5	-1.1	4	-4
32	Cc1ccccc1CN(C)CCS(=O)(=O)c1cc(Cl)ccc1Cl	97	-2	-10	6	0.3	1	-0.1	0.7	-0.9	-10	-3
33	Cn1cc(S(=O)(=O)N2CCN(c3ccc(F)cc3)CC2)c(=O)n(C)c1=O	165	-5	8	7	0.9	-2	1.9	-0.8	4.1	14	-13
34	COc1cccc(OCC(=O)NC2CCCCC2)c1	2	20	-4	-13	-3.5	2	2.3	-0.7	-1.1	0	9
35	NC(=O)c1ccc(NC(=O)COc2coc(CN3CCc4ccccc4C3)cc2=O)cc1	-20	12	16	8	-2.1	21	1.6	-0.7	0.2	-6	6
36	CCc1[nH]c(=O)c(C#N)c2c1COC(C)(C)C2	-5	-3	.	-6	0.6	-6	1.3	1.3	0.2	-5	6
37	CNC(=S)N/N=C/c1cc(Br)cc(Br)c1O	100	-2	24	-3	0.3	11	0.8	4.0	-5.7	-9	-3
38	O=c1cc2oc3cc(O)c(O)cc3c(-c3ccccc3[N+](=O)[O-])c-2cc1O	-47	50*	83*	0	-9.0	0	11*	13*	12*	-2	44*
39	O=[N+]([O-])c1cccc(CN2CCN(S(=O)(=O)Cc3ccccc3)CC2)c1	0	6	17	-10	-1.1	6	0.7	-2.2	-1.8	-4	8
40	N#CCc1ccnc2ccccc12	.	-3	.	10	0.6	0	2.4	.	.	-2	18

item	SMILES	SUMO Mot1 rescue	OPRM1-OPRD1 inv	PfHsp90 yeast 2	PKA-R1A activ	OPRM1-OPRD1 ag	Tat transport	phage Ecoli inh	AddAB inh	Ecoli viability	PKA-R2B act	HTR5A inv ag
41	CCC(C)[C@H](NS(=O)(=O)c1ccc(F)cc1Br)C(=O)OC (stereo partly drawn)	.	6	-3	10	-1.3	4	6.1	.	.	-5	-5
42	CCN(CC(=O)NCc1cccs1)c1ccc(S(=O)(=O)N2CCOCC2)cn1	4	13	1	-6	-2.1	-13	3.5	-1.3	-2.2	-1	13
43	CCCCN(Cc1cc2cc(OC)ccc2[nH]c1=O)C(=O)c1ccccn1	-6	10	6	-5	-2.5	-3	2.1	2.6	-2.1	5	10
44	COCCNC(=O)C1CCN(C(=O)c2cc3sccc3n2Cc2ccc(F)cc2)CC1	-11	-4	-18	0	0.6	1	2.6	0.1	-3.1	-5	-11
45	O=[N+]([O-])c1ccc(-n2nnnc2CN2CCCCC2)cc1	2	5	-35	6	-1.1	-4	1.7	3.0	-0.5	9	2
46	Cc1ccc(CNCCCn2cnc3c(OCc4ccccc4)ncnc32)o1	.	10	-7	-11	-2.1	2	2.4	.	.	-11	-12
47	CCCC(=O)C1=C(O)C(C(=O)OC)C(C)(C)CC1=NCc1ccccc1 (stereo not drawn)	-7	13	-34	5	-2.5	6	-0.5	-1.6	-3.2	3	4
48	CC(C)c1ccc(C=NNc2ccc([N+](=O)[O-])cn2)cc1	.	-4	-15	-12	0.8	-4	4.6	.	.	-6	-17
49	CCNC(=S)NC(=NCc1cccnc1)Nc1nc(C)cc(C)n1	416	15	5	-5	-3.1	-1	2.0	4.1	2.3	-6	-6
50	Cc1cccc(-n2ncc3c2CCCC3NC(=O)CCc2ccncc2)c1C (stereo not drawn)	-11	2	-32	-2	-0.4	-4	3.0	2.5	-0.2	-10	7
51	COc1ccc(C(=O)NCCCCNC(=O)c2ccc(OC)c(OC)c2)cc1OC	-14	-6	7	-2	1.2	4	0.7	3.6	1.2	5	-10
52	O=C(Cc1ncc(C(F)(F)F)cc1Cl)NCCc1ccccn1	5	2	-23	5	-0.4	-4	0.5	0.4	-1.4	8	-1
53	COCCNC(=O)c1cn(C)c2ccc(S(=O)(=O)N3CCCC3)cc2c1=O	11	22	12	-3	-4.4	8	-0.2	2.5	1.2	-7	1
54	CC1CCc2sc(C(=O)NC3CCN(Cc4ccccc4)CC3)cc2C1 (stereo not drawn)	0	-10	1	1	2.4	-1	4.1	1.2	1.2	-5	1
55	Cn1cnc([N+](=O)[O-])c1S(=O)(=O)Oc1cccc2ccccc12	.	24	-92	0	-4.7	7	1.1	.	.	1	22

# Whole records from above.
# `CC1CCc2sc(C(=O)NC3CCN(Cc4ccccc4)CC3)cc2C1` (stereo not drawn) across the screens: SUMO Mot1 rescue: 0; OPRM1-OPRD1 inv: -10; PfHsp90 yeast 2: 1; PKA-R1A activ: 1; OPRM1-OPRD1 ag: 2.4; Tat transport: -1; phage Ecoli inh: 4.1; AddAB inh: 1.2; Ecoli viability: 1.2; PKA-R2B act: -5; HTR5A inv ag: 1
# `CCNC(=S)NC(=NCc1cccnc1)Nc1nc(C)cc(C)n1` across the screens: SUMO Mot1 rescue: 416; OPRM1-OPRD1 inv: 15; PfHsp90 yeast 2: 5; PKA-R1A activ: -5; OPRM1-OPRD1 ag: -3.1; Tat transport: -1; phage Ecoli inh: 2.0; AddAB inh: 4.1; Ecoli viability: 2.3; PKA-R2B act: -6; HTR5A inv ag: -6
# `CCCCN(Cc1cc2cc(OC)ccc2[nH]c1=O)C(=O)c1ccccn1` across the screens: SUMO Mot1 rescue: -6; OPRM1-OPRD1 inv: 10; PfHsp90 yeast 2: 6; PKA-R1A activ: -5; OPRM1-OPRD1 ag: -2.5; Tat transport: -3; phage Ecoli inh: 2.1; AddAB inh: 2.6; Ecoli viability: -2.1; PKA-R2B act: 5; HTR5A inv ag: 10
